Screening data (PubChem)
USP17 block: inhibitors of human USP17 deubiquitinase; A8MUK1; purified USP17, Ub-rhodamine cleavage fluorescence, 3 h; inhibition, % at 50 µM; 6.5% of 47,000 active; AID 1645855
Target sequence (A8MUK1 whole entry, looked up): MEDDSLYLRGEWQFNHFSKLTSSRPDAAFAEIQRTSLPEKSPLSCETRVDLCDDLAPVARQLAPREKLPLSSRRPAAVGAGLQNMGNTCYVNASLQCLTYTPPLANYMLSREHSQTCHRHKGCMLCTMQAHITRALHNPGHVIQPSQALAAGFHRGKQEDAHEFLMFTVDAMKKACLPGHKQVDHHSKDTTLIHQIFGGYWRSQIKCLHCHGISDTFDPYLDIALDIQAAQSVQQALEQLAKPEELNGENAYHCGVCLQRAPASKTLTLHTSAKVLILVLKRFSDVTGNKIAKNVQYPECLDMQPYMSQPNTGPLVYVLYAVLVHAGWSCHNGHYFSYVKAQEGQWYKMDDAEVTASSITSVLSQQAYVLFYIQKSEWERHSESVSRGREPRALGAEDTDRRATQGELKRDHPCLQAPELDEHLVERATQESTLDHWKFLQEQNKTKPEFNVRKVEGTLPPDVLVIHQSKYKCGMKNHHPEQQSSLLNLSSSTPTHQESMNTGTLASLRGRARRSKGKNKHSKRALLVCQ
USP30 block: blocks human USP30 ubiquitin-rhodamine cleavage | Q70CQ3 | purified USP30, Ub-rhodamine cleavage fluorescence | inhibition, % at 25 µM | 5.3% of 47,000 active
Target sequence (Q70CQ3 whole entry, looked up): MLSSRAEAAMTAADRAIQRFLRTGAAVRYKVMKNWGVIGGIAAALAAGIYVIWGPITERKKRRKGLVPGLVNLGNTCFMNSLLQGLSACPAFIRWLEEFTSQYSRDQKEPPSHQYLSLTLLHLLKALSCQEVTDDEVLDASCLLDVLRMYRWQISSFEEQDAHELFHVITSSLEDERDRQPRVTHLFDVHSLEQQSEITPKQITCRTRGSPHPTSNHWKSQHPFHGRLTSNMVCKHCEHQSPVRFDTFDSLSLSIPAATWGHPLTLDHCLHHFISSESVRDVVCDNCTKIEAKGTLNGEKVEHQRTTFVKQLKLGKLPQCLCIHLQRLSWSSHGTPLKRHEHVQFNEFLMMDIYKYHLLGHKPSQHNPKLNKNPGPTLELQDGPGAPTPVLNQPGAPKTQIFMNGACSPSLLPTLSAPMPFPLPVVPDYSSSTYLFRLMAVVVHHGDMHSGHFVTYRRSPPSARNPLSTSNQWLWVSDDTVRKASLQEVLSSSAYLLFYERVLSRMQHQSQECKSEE
OTUD3 block: blocks human OTUD3 ubiquitin-rhodamine cleavage | purified OTUD3, Ub-rhodamine fluorescence, 2 h | 0.7% of 47,000 active | inhibition, % at 25 µM | Q5T2D3 | AID 1645858
USP7 block: human USP7 deubiquitinase inhibition; Q93009; purified USP7, Ub-rhodamine cleavage fluorescence; inhibition, % at 20 µM; 0.3% of 47,000 active; AID 1645854
USP10 inh: blocks human USP10 ubiquitin-rhodamine cleavage. Q14694. 1.1% of 47,000 active. inhibition, % at 20 µM. purified USP10, Ub-rhodamine fluorescence, 60 min
USP8 block: inhibitors of human USP8 deubiquitinase; inhibition, % at 20 µM; AID 1645853; P40818; purified USP8, Ub-rhodamine cleavage fluorescence, 30 min; 4.2% of 47,000 active
USP28 block: inhibitors of human USP28 deubiquitinase | Q96RU2 | purified USP28, Ub-rhodamine cleavage fluorescence, 30 min | inhibition, % at 25 µM | 3% of 47,000 active | AID 1645857
UCHL1 inh: human UCHL1 deubiquitinase inhibition. AID 1645859. P09936. purified UCHL1, Ub-rhodamine cleavage fluorescence. inhibition, % at 20 µM. 0.2% of 47,000 active
* hit, by the source's call; i = inactive; / = not tested or not shown. Rule as the data show it: active = inhibition above about 30%; inactive = the rest.

SMILES	USP17 block	USP30 block	OTUD3 block	USP7 block	USP10 inh	USP8 block	USP28 block	UCHL1 inh
Cn1c(=O)n(Cc2ccccc2F)c(=O)c2c1nc1n2CCCN1Cc1ccccc1	7	40*	11	-6	7	-12	22	6
COc1ccc(C(=O)NCC2(c3ccccc3)CCC2)cc1S(=O)(=O)N1CCOCC1	1	11	0	-4	0	11	3	3
COc1ccc(C(=O)NCc2c(C)nc3sc(C)nn23)cn1	8	5	7	3	0	12	0	1
COc1ccc(NC(=O)CCN(c2ccc(C)cc2)S(=O)(=O)c2ccc(C)cc2)cc1Cl	-3	-2	-2	3	7	-2	2	0
Cc1c(-c2noc(-c3ccccn3)n2)nnn1-c1ccc(F)cc1	72*	61*	0	0	-2	-4	0	-1
O=C(CCSc1ccccc1)Nc1ccc(-c2nc3ccccc3o2)cc1	3	-24	-16	-16	15	-4	-2	-3
CCN1CCN(c2nc3ccccn3c(=O)c2/C=C(\C#N)c2nc3ccccc3[nH]2)CC1	-35	-247	-66	-21	-5	-61	-63	-20
Cc1nn2c(S(=O)(=O)NCc3ccccc3)c(C)nc2s1	-4	-7	-3	0	0	9	-13	0
Cc1nc(-c2ccccn2)sc1C(=O)N1CCC[C@]2(C)NC(=O)CCC[C@H]12	-9	-11	-2	2	1	-7	-5	-2
CCn1nccc1C1CCCN1S(=O)(=O)c1cccc([N+](=O)[O-])c1 (stereo not drawn)	-30	-16	0	0	1	-156	-16	-3
Cc1nc(Nc2ccc(NC(=O)CC(C)C)cc2)cc(N2CCOCC2)n1	-10	-19	-10	2	-1	-157	-1	-1
CC1(C)Cc2c(sc3nc(-c4ccccc4)nc(SCC(=O)Nc4ccc(Br)cc4)c23)CO1	-16	-35	-5	4	-8	7	2	0
O=C(Nc1ccc2nc3n(c(=O)c2c1)CCCC3)c1ccc2c(c1)OCO2	-8	-42	-8	3	-4	-4	1	4
COc1ccc(C(O)c2ncc(-c3cccc4ccccc34)[nH]2)cc1 (stereo not drawn)	-23	-35	-13	-3	-2	-7	-7	-1
O=c1[nH]c(CSc2ccc3c(c2)OCCO3)nc2cc(Cl)ccc12	6	-2	0	-5	1	-9	3	-2
Cc1ccc(CNC(=O)Cn2c(N3CCCC3)nc(C)cc2=O)cc1	-4	-3	1	-3	-1	0	3	-1
O=C(NCc1ccccn1)c1cn(-c2cccc(Cl)c2)nn1	33*	9	0	-9	3	-1	-13	-3
COc1ccc(-n2nc3c(c2NC(=O)c2cccs2)CS(=O)(=O)C3)cc1	0	-13	2	-2	0	5	4	3
Cc1cccc(OCC(O)CNc2nc(C)cc(C)n2)c1 (stereo not drawn)	-26	-7	-4	1	1	4	-5	0
CC(=O)c1ccc(N2CCN(S(=O)(=O)c3cccc(-c4noc(C)n4)c3)CC2)cc1	-19	-50	-2	7	3	11	-16	1
Cc1cccc(Nc2cccc(C3CCCN3C(=O)c3cnccn3)n2)n1 (stereo not drawn)	0	-40	0	-2	1	0	-9	-1
Cc1oc(C2CCN(C(=O)NC3CCCCC3)CC2)nc1C(=O)N1CCOCC1	-3	/	-2	0	0	4	/	-1
CC1(C)Oc2ccc(C(=O)N3CCC([C@@H]4NC(=O)N[C@H]5OCCC[C@H]54)CC3)cc2NC1=O	-1	32*	6	13	3	1	8	5
Cc1ccc(Cn2nc(C)c3cc(C(=O)NC4=NCCS4)sc32)cc1	-8	-18	-8	-15	-8	-3	-16	0
CCCNc1cc(N2CCCC(CCC(=O)N3CCN(C(C)=O)CC3)C2)ncn1 (stereo not drawn)	-32	-54	-10	-4	-8	-171	-12	-5
SMILES	USP17 block	USP30 block	OTUD3 block	USP7 block	USP10 inh	USP8 block	USP28 block	UCHL1 inh
Cc1ccccc1NC(=O)N1CC(C(=O)NC2CCCC2)C2(CCOCC2)C1 (stereo not drawn)	2	5	-4	0	-2	1	-3	-1
CC(C)N1CC[C@@H]2[C@H](C1)CN2C(=O)Nc1cccc(F)c1	-194	i	-208	-61	-3	-158	-245	-66
Cc1ccc2c(c1)N(S(C)(=O)=O)CC(C(=O)Nc1ccccc1)O2 (stereo not drawn)	2	5	8	10	8	9	10	6
COc1c(O)c2c(=O)cc(OC)c3c4c(OC)cc(=O)c5c(O)c(OC)c(CC(C)OC(=O)c6ccc(O)cc6)c(c(c1CC(C)OC(=O)Oc1ccc(O)cc1)c23)c54 (stereo not drawn)	-3	-341	-36	-58	-14	-243	-18	-32
Cc1ccnc(NS(=O)(=O)c2ccc(NC(=O)c3ccc(S(=O)(=O)N(C)Cc4ccccc4)cc3)cc2)n1	/	-57	1	15	42*	40*	-30	2
CC(C)NC(=O)Cn1cnc2cc3c(cc21)OCCCO3	-7	-3	-5	-3	-1	-6	-8	-4
Cc1cc(C)n(-c2ccnc(N3CCC(C(=O)NCC4CC4)CC3)n2)n1	27	27	18	3	0	9	13	0
COc1cccc(-c2cnc([C@@H]3COCCN3C3CCNCC3)[nH]2)c1	4	8	6	2	2	10	6	0
N=C1/C(=C/c2cn(Cc3ccccc3)c3ccccc23)C(=O)N=C2SC(C(F)(F)F)=NN12	0	-170	-20	10	43*	10	-6	0
Cc1cc(-c2cnc(N3CCCCC3)nc2C2CCN(C(=O)C(C)C)CC2)on1	10	13	-3	-5	3	12	-2	5
Cc1ccc(CNC(=O)c2cc3c(=O)n(Cc4cccnc4)ccc3nc2C)o1	6	-25	0	0	-3	13	-4	-1
CCOc1ccccc1NC(=O)CCCc1nc(-c2ccco2)no1	2	/	2	3	1	0	/	4
O=C(NCCc1ccccc1)c1cnc2sc3c(n2c1=O)CCCC3	-5	-4	-8	-1	0	-5	-16	-3
Cc1ccc(NS(=O)(=O)c2cc(C(N)=O)ccc2Cl)cc1C	13	21	7	6	4	11	5	3
COc1ccccc1CNS(=O)(=O)c1cc(-c2csc(C)n2)ccc1C	13	-7	1	7	-1	10	0	1
Cc1ccc(C)c(Nc2nc3c(S(=O)(=O)c4ccccc4)nnn3c3ccccc23)c1	19	18	10	7	4	39*	10	3
COC(=O)c1cc(S(=O)(=O)NC2CCCCCC2)c[nH]1	-17	-23	-6	7	-2	-9	3	2
O=C(c1csc(-c2ccc(N3CCCC3)nc2)n1)N1CCOCC1	-6	5	4	1	0	8	5	3
O=C(C1CCCN(S(=O)(=O)N2CCOCC2)C1)N1CCN(c2ccccn2)CC1 (stereo not drawn)	6	25	15	2	1	17	10	2
O=C(C1CCCCC1)N1CCN(c2ncnc3c2nnn3Cc2ccccc2)CC1	5	43*	8	-5	2	6	13	0
O=c1ccc(-c2noc(Cc3cccc(Cl)c3)n2)c[nH]1	-6	-93	-14	-16	-8	-46	68*	-7
Cc1ccc(NC(=O)c2cc(-c3ccncc3)n[nH]2)c(Cl)c1	64*	83*	0	6	1	-1	60*	0
O=C1CCC[C@]2(CN(Cc3ccccc3)C[C@H]2c2ccccc2F)N1	3	8	0	0	0	4	3	1
CCS(=O)(=O)c1ccc2oc([C@H]3CCN(C4CCC4)C3)nc2c1	-58	-72	-25	-12	-7	-2	-24	-3
COc1ccc(C(=O)N2C[C@H]3CC[C@@H](Nc4cnccn4)[C@H]3C2)cn1	0	-3	3	-1	0	2	-1	3

Among those listed so far, 2 have a furan ring, fused or not.
SMILES	USP17 block	USP30 block	OTUD3 block	USP7 block	USP10 inh	USP8 block	USP28 block	UCHL1 inh
Cc1ccc(CNC(=O)c2cc3c(=O)n(Cc4cccnc4)ccc3nc2C)o1	6	-25	0	0	-3	13	-4	-1
CCOc1ccccc1NC(=O)CCCc1nc(-c2ccco2)no1	2	/	2	3	1	0	/	4

Already shown: an excerpt of the list.
SMILES	USP17 block	USP30 block	OTUD3 block	USP7 block	USP10 inh	USP8 block	USP28 block	UCHL1 inh
O=C(NCCc1ccccc1)c1cnc2sc3c(n2c1=O)CCCC3	-5	-4	-8	-1	0	-5	-16	-3
Cc1ccc(NS(=O)(=O)c2cc(C(N)=O)ccc2Cl)cc1C	13	21	7	6	4	11	5	3

Next section:
SMILES	USP17 block	USP30 block	OTUD3 block	USP7 block	USP10 inh	USP8 block	USP28 block	UCHL1 inh
O=c1c2cnc(N3CCCCC3)nc2ccn1CCc1ccccc1	85*	28	22	28	7	17	18	6
COc1ccc(F)cc1C(=O)N1CCOC(c2nc(C)cc(C)n2)C1 (stereo not drawn)	0	-1	-5	3	2	-6	-10	-1
Cn1c(=O)n(C2CCN(Cc3cccc(C#N)c3)CC2)c2ncncc21	1	6	0	1	-6	6	5	0
CC(=O)O[C@H]1C[C@@]2(C)[C@@H](C[C@@H](O)C3[C@]2(C)CC[C@H]2[C@H](C)[C@H](O)CC[C@]32C)/C1=C(/CCC=C(C)C)C(=O)O (stereo partly drawn)	14	25	0	2	6	3	14	3
O=C(Nc1cnc(-c2cccnc2)nc1)C1CC1	0	-1	4	4	-1	-46	4	3
CCOC(=O)C1=C(CS(=O)(=O)c2ccc(Cl)cc2)NC(=O)NC1c1ccccc1 (stereo not drawn)	0	9	0	-16	2	-14	1	0
O=S(=O)(NCCc1c[nH]c2ncccc12)c1cccc2cccnc12	-4	-31	-13	-1	-1	-12	-16	-1
O=C(Nc1nnc(-c2cccc([N+](=O)[O-])c2)o1)C1CCN(S(=O)(=O)c2ccc3c(c2)CCC3)CC1	74*	41*	30*	12	47*	-123	46*	5
Cc1c(C(=O)NC2CC2)nnn1-c1cccc2c1CCN(C(=O)NC(C)C)C2	-2	6	0	1	-1	12	0	0
CS(=O)(=O)c1ccc(C(=O)N(CCCn2ccnc2)c2nc3ccccc3s2)cc1	1	9	2	0	-1	8	0	0
Fc1ccc(C(CCNCc2ccccc2F)c2ccco2)cc1 (stereo not drawn)	1	-23	15	6	1	16	23	5
O=C(c1ccccc1)c1ccc(NC2CCCc3ccccc32)c([N+](=O)[O-])c1 (stereo not drawn)	-42	-121	-29	-42	-3	-8	-25	-5
CN1[C@@H](CCC(=O)N2CCOCC2)CNC(=O)[C@@H]2[C@H]1CCN2Cc1ccc(O)cc1	8	17	12	12	1	6	4	2
Cn1c2ccccc2c(=O)c2c(=O)n(Cc3ccccc3)c(-c3ccc(C(C)(C)C)cc3)nc21	50*	2	-7	8	11	5	-7	0
Cc1c(C(=O)Nc2ccccc2F)nnn1-c1cccc(F)c1	2	-3	-7	-23	-1	-12	27	-4
Cc1ccc(S(=O)(=O)N[C@H](C(=O)N2CCC(C(=O)N[C@H](Cc3ccccc3)C(=O)O)CC2)C(C)C)cc1	4	2	-5	-3	1	4	0	-2
O=C(Cc1c[nH]c2ncccc12)NC1CCN(Cc2ccccc2)CC1	21	-72	-22	-2	-12	-13	-16	-4
CC(C)C(=O)N1CCN(c2nc3c(s2)CC(C(=O)NCc2cccnc2)CC3)CC1 (stereo not drawn)	-7	4	0	2	1	0	2	-3
CC(=O)N1CCn2c(nnc2C2CCCN2)C1 (stereo not drawn)	7	12	7	3	3	-4	8	1
COc1ccccc1OCc1ccc(C(=O)Nc2ccc(F)cc2C)cc1	53*	13	-2	6	7	0	-2	0
Cc1cnc(C(=O)N2CC[C@@H]3CN(C)S(=O)(=O)[C@@H]3CC2)cn1	14	23	15	3	0	13	11	3
N#Cc1cccc(CN2CC[C@H](c3nc4ccccc4[nH]3)C2)c1	-17	0	-4	-1	-2	1	0	0
Cc1ccc(NC(=O)CCC(=O)N(c2ccccc2)c2ccccc2)cc1	-1	10	7	-43	8	8	11	1
COc1ccc(Cn2nnc(-c3ccc(C(C)C)cc3)n2)cc1	5	/	-6	8	11	9	/	3
COc1ccc(-c2cn3c(C)c(C(=O)Nc4cccc(C(C)=O)c4)sc3n2)cc1	-26	-68	-24	-2	-9	0	-65	-3
O=C(c1cccc(Br)c1)N1CCC2(CC1)NCCc1[nH]cnc12	4	0	-4	2	0	2	-3	0
Cc1noc(-c2ccccc2NC(=O)c2ccc(Cl)c(Cl)c2)n1	6	19	10	4	6	10	3	2
CNc1nc(C2CCNCC2)nc2c1CN(S(=O)(=O)c1ccccc1)CC2	-14	13	3	4	-3	-108	-1	1

Entries from the list above containing an aryl thioether with sulfur outside any ring (3):
SMILES	USP17 block	USP30 block	OTUD3 block	USP7 block	USP10 inh	USP8 block	USP28 block	UCHL1 inh
O=C(CCSc1ccccc1)Nc1ccc(-c2nc3ccccc3o2)cc1	3	-24	-16	-16	15	-4	-2	-3
CC1(C)Cc2c(sc3nc(-c4ccccc4)nc(SCC(=O)Nc4ccc(Br)cc4)c23)CO1	-16	-35	-5	4	-8	7	2	0
O=c1[nH]c(CSc2ccc3c(c2)OCCO3)nc2cc(Cl)ccc12	6	-2	0	-5	1	-9	3	-2

Rows were taken by chance. About 14% of those tested had a hit in this group.
